# Screens as filed in PubChem.
# POLH inh = blocks human DNA polymerase eta activity | Q9Y253 | recombinant Pol eta, fluorescent DNA replication assay | Potency, µM (top dose mostly 114 µM), inactives show at the highest dose activity change, negative = inhibition, hits mostly inhibitors | actives 1.2% (n = 390,000) | AID 588591; also: potency is read from the fitted curve at half-maximal effect; % is scaled to controls: 0 for no effect and ±100 for the full control effect
#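 Pol eta at 10 nM preincubated with compounds 15 min at room temperature; reaction started with fluorescent substrate (50 nM final) and read kinetically at 0 and 10 min.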
# JMJD2A Tudor inh = inhibitors of human JMJD2A Tudor domain; O75164; AlphaScreen JMJD2A-Tudor / H3K4me3 peptide binding; Potency, µM (highest dose often 114 µM), for inactives: top-dose activity change, negative = inhibition, hits mostly inhibitors; actives 4.4% (n = 390,000); AID 504339; also: potency is read from the fitted curve at half-maximal effect; % is scaled to controls: 0 for no effect and ±100 for the full control effect; nearly all actives have a fitted effect of over 50% in size
# Pin1 inh = inhibitors of human Pin1; Q13526; Pin1 FP peptide displacement, HiFluor488, 10 min; Potency, µM (highest dose often 115 µM), for inactives: at the top dose activity, negative = inhibition, usual class: inhibitors; actives 0.009% (n = 390,000); AID 504891; active = well fitted inhibition curve with a large enough effect in the polarisation, with a control signal flat, not every such curve was filed as active; inconclusive = small, poorly fitted or top-dose-only effect, or effect the other way, or a change in a side signal; inactive = no such curve, though single readings can be large or run the other way; the % refers to the polarisation; also: potency is read from the fitted curve at half-maximal effect; % is scaled to controls: 0 for no effect and ±100 for the full control effect
# PI4K2A block = blocks human PI4K2A kinase activity | Q9BTU6 | purified PI4K2A, ADP-Glo luminescence, 1 h; hits give low values | activity change, negative = inhibition, % at 76.9 µM | actives 0.13% (n = 420,000); in the data active = activity change below about -50%; inconclusive = mostly about -30% to -49%;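 also: -100% = wells without enzyme as full effect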
# Target sequence (Q9BTU6 whole entry, looked up): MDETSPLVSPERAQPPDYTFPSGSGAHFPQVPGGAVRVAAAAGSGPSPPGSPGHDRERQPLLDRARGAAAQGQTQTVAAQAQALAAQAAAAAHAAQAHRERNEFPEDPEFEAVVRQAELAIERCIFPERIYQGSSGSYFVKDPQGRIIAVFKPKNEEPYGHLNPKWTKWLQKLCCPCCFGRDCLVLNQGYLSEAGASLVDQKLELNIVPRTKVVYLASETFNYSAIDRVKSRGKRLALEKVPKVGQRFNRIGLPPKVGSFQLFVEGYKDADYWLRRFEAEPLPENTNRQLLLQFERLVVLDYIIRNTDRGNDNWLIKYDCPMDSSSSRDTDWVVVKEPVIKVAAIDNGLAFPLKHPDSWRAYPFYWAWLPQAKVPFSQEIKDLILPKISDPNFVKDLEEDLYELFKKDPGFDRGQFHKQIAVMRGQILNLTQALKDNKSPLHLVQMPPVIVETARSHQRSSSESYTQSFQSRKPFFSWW
#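 In this quantitative HTS, ADP production by PI4K2A was quantified luminescently after 1 h at ambient temperature; 100 microM adenosine served as plate-quality control.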
# HP1b chromo inh = HP1-beta chromodomain-methylated histone interaction inhibition | AlphaScreen HP1-beta / biotin-H3K9me3 peptide binding | Potency, µM (highest dose often 114 µM), without a hit: top-dose activity change, negative = inhibition, hits mostly inhibitors | P83916 | actives 0.56% (n = 390,000); also: potency is read from the fitted curve at half-maximal effect; nearly all actives have a fitted effect of over 70% in size; inactives centre near 23
# Target sequence (P83916 whole entry, looked up): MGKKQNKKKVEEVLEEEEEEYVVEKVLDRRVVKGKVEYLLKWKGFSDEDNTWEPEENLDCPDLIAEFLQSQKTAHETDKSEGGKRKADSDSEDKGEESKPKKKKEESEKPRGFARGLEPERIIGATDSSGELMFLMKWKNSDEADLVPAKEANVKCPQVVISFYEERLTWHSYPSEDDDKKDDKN
#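 HP1-beta protein (50 nM final) preincubated 30 min at room temperature with biotinylated H3(1-18)K9me3 peptide (50 nM) in PBS pH 7.4, 0.01% Tween-20, then compound added for 30 min. AlphaScreen streptavidin donor/nickel chelate acceptor beads (10 ug/mL final), 30 min dark, luminescence read.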
# PGK inhibitor = blocks T. brucei phosphoglycerate kinase; PGK/GAPDH coupled, Kinase-Glo luminescence, 60 min; Potency, µM (top dose mostly 57.5 µM), for the others: at the top dose activity change, negative = inhibition, usual class: inhibitors; actives 0.043% (n = 380,000); AID 602233; also: potency is read from the fitted curve at half-maximal effect; % is scaled to controls: 0 for no effect and ±100 for the full control effect; nearly all actives have a fitted effect of over 60% in size
#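 Recombinant glycosomal PGK reaction used 1,3-bisphosphoglycerate generated in-well by GAPDH (100nM final) in 100mM TEA pH 7.6, 5mM MgCl2, 0.01% Tween-20. After 60 minutes at room temperature, ATP was read by Kinase-Glo Plus luminescence end-point.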
# GLS inhibitor = blocks human kidney-isoform glutaminase activity. O94925. GLS enzymatic activity, qHTS titration. Potency, µM (top dose mostly 45.5 µM), for the others: top-dose activity change, negative = inhibition, hits mostly inhibitors. actives 0.21% (n = 410,000). AID 624170; also: potency is read from the fitted curve at half-maximal effect; % is scaled to controls: 0 for no effect and ±100 for the full control effect
#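 Glutamate formation by hKGA was monitored fluorometrically using coupled glutamate oxidase, HRP and Amplex Red. Substrate was added as 1 mM L-glutamine solution; incubation was 30 min at RT after an initial read.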
# G9a block = G9a (human) methyltransferase inhibition. Q96KQ7. G9a H3K9 monomethylation, AlphaScreen, 2 h. Potency, µM (highest dose often 102 µM), without a hit: top-dose activity, negative = inhibition, most hits filed as inhibitors. actives 8.8% (n = 350,000). AID 504332; also: potency is read from the fitted curve at half-maximal effect; % is scaled to controls: 0 for no effect and ±100 for the full control effect; nearly all actives have a fitted effect of over 75% in size
# Target sequence (Q96KQ7 913-1193 limits assumed): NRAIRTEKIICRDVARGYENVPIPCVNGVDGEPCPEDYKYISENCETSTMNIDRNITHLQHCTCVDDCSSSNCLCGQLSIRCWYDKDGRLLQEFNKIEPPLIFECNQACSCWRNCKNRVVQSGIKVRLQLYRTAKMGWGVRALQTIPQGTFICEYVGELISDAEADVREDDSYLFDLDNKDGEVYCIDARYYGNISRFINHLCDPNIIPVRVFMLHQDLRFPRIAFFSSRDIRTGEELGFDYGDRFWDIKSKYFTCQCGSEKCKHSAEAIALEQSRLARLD
#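 Quantitative HTS format: methyltransferase activity on a biotin-tagged H3K9 peptide is measured by AlphaScreen, using a rabbit anti-monomethyl-H3K9 antibody with streptavidin donor and anti-IgG acceptor beads. Final levels are 20 nM enzyme, 500 nM peptide, 20 uM SAM; 2 h RT.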
# BAZ2B inh = BAZ2B (human) inhibition; Q9UIF8; AlphaScreen BAZ2B-H3K14Ac peptide displacement; Potency, µM (titrated, usually from 114 µM), for the others: top-dose activity change, negative = inhibition, actives largely listed as inhibitors; actives 4.4% (n = 360,000); AID 504333; also: potency is read from the fitted curve at half-maximal effect; % is scaled to controls: 0 for no effect and ±100 for the full control effect; nearly all actives have a fitted effect of over 60% in size
#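 AlphaScreen displacement of biotin-H3(5-23)K14Ac peptide (50 nM final) from BAZ2B (50 nM final) in PBS pH 7.4, 0.01% Tween-20; complex preformed 30 min RT, then compounds (top 110 uM) 30 min RT, beads 20 min dark.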
# Numbers without * were called inactive; i = inactive; ? = inconclusive; . = no result given; & = joins results of further samples; [ ] = remark or other dose. Unless noted, calls follow the shape of the dose curve; as a rule, active = well fitted curve in the direction sought with a large enough effect; inconclusive = small, poorly fitted or top-dose-only effect, or another doubt; inactive = no such curve, though single readings can be large; an effect the other way counts as inactive or inconclusive. An excerpt; count on the stated rates, not on these rows.
SMILES,POLH inh,JMJD2A Tudor inh,Pin1 inh,PI4K2A block,HP1b chromo inh,PGK inhibitor,GLS inhibitor,G9a block,BAZ2B inh
CC(C)NC(=O)Nc1ccc2c(c1)N(C)C(=O)c1ccccc1S2,-17%,-6%,2%,0,48%[activator],-2%,4%,?,-21%
COc1cc(C2(c3ccc(O)c(OC)c3)C(=O)Nc3c(C)cc(Br)cc32)ccc1O,-9%,?,11%,0,-19%,-1%,2.5µM*,.,.
COCCN(C(=O)CSc1nnc(C)n1Cc1ccccc1)c1c(N)n(Cc2ccccc2)c(=O)[nH]c1=O,-3%,?,-8%,0,-12%,-6%,3%,?,.
CCN(C(=O)CSc1ccc(S(=O)(=O)N2CCOCC2)cn1)c1ccccc1,-16%,3%,-1%,4,49%[activator],-5%,-3%,22%[2.33 µM],10%
Cc1cc(C)c(S(=O)(=O)Nc2ncn[nH]2)cc1C,-6%,?,-2%,5,15%,-5%,2%,?,?
CN(C)c1ccc(C(CNS(=O)(=O)c2ccccc2)N2CCc3ccccc32)cc1 (centres undefined),2%,13µM*,9%,-3,?,-3%,18%,-33%[12.7 µM],22µM*
O=C(/C=C/c1ccc(-c2cccc([N+](=O)[O-])c2)o1)N1CCOCC1,-19%,-14%,-3%,2,-2%,-9%,-9%,18%[12.7 µM],?
CC1(C)Cc2nc3oc4c(=S)nc[nH]c4c3cc2CO1,-9%,25µM*,12%,1,25%,-6%,6%,45µM*,7%
CCOc1ccc(CC(=O)OCN2C(=O)c3ccccc3C2=O)cc1,-13%,-3%,-7%,5,23%,-3%,6%,40µM*,-3%
CC1CCN(S(=O)(=O)c2cn(C)c(=O)n(C)c2=O)CC1,-8%,-10%,-8%,3,26%,-1%,-3%,?,10%
Cc1cc(OCC(=O)NNC(=O)c2ccncc2)cc(C)c1Cl,-13%,-17%,1%,-4,77%[activator],i,29%,?,0%
Cc1ccc(S(=O)(=O)NNC(=O)c2cc([N+](=O)[O-])c(C)c([N+](=O)[O-])c2)cc1,-2%,-14%,-9%,2,7%,i,?,.,.
O=C(CNC(=O)OCc1ccccc1)Nc1ccc(F)cc1,-4%,?,-5%,-5,16%,-2%,-5%,?,3%
CC(=O)NCCc1ccc(O)cc1,-17%,-1%,-9%,-3,34%,1%,14%,25%[59 µM],0%
COc1ccc(N(CC(=O)Nc2c(C)cccc2C)S(=O)(=O)c2ccccc2[N+](=O)[O-])c(OC)c1,-13%,-18%,-9%,1,22%,i,-5%,?,-19%
Cc1cc(=O)[nH]c(N/N=C/c2c(C)oc3ccccc23)n1,-9%,-9%,1%,3,35%,6%,2%,2%,-5%
O=C1COc2ccc(OCc3ccc(F)cc3)cc21,-10%,6%,7%,1,42%[activator],-3%,-5%,3%,-2%
CS(=O)(=O)N(Cc1ccc(C(=O)N2CCc3ccccc3C2)cc1)c1ccccc1,-13%,-12%,-1%,4,22%,0%,-6%,-3%,-2%
CCCCCCC(c1c(C)n(C)n(-c2ccccc2)c1=O)c1c(C)n(C)n(-c2ccccc2)c1=O,-14%,-19%,-4%,-4,26%,0%,-1%,2%[59 µM],-3%
COc1ccc(CNC(=O)Nc2cn(CC(C)C)c(=O)c3ccccc23)c(OC)c1,-16%,-2%,0%,1,20%,-6%,-1%,?,-3%
COc1ccc(OC)c(CNCc2c(C(=O)O)n(Cc3cccc(F)c3)c3cc(OC)ccc23)c1,-8%,-27%,?,0,26%,5%,3%,-44%[59 µM],-28%
Cc1ccc(NC(=O)CC2S/C(=N/N=C3\CCCc4ccccc43)NC2=O)cc1 (centres undefined),-20%,-24%,17%,4,-1%,0%,4%,16%[59 µM],-32%
O=C1NC(c2cccc([N+](=O)[O-])c2)=CCN1c1ccccc1O,-4%[57.1 µM],-12%,0%,-2&-2,13%[57 µM],-9%,21%,19µM*,-21%
CC(Oc1ccc(Cl)cc1Cl)C(=O)NCc1ccncc1 (centres undefined),-3%,-5%,1%,-2,29%,4%,16%,-1%,24%
Cc1ccc(OCCNC(=O)CCNS(=O)(=O)c2ccc(Br)cc2)cc1,-6%,-10%,-4%,-7,18%,-1%,5%,31%[59 µM],-3%
CCOC(=O)Cc1cnc(NC(=O)NC(C(=O)OCC)(c2ccccc2)C(F)(F)F)s1 (centres undefined),-4%,-8%,-1%,2,22%,-3%,6%,-2%[59 µM],-1%
COC(=O)NC1c2ccccc2Oc2ccc(C)cc21 (centres undefined),-2%,1%,-3%,2,20%,8%,4%,-5%,6%
O=C(NCc1ccccc1)C(c1ccncc1)N(C(=O)c1csnn1)C1CC1 (centres undefined),-11%,1%,7%,3,56%[activator],i,-2%,9%,-2%
OCCC1CN(Cc2cccc(-n3cccn3)c2)CCN1Cc1ccccc1 (centres undefined),-29%,1%,-5%,3,25%,-4%,-9%,.,-7%
CC[N+]1=CN(c2ccccc2)C(C)=CC1(C)C,-22%,?,2%,0,-11%,i,0%,1.8µM*,-7%
CCCCCC(=O)N1C[C@@H](n2cc(C3CC3)nn2)[C@H](O)C[C@@H]1c1ccc(OC)cc1,-7%,.,.,-6,.,-6%,1%,.,.
COC(=O)C1=C(C(=O)OC)[C@@H]2N(C)c3ccccc3[C@@]23C[C@@H](CO)N(C(=O)c2cccs2)C3=N1,-3%,-31%,-11%,4,17%,3%,22%,.,.
COc1ccccc1CN1C(=O)c2cccc3cccc(c23)C1=O,-1%,-15%,0%,1,20%,-2%,7.9µM*,16%[59 µM],1%
Cn1c(CCCNC(=O)c2cccs2)nc2ccccc21,-6%,-5%,2%,-1,17%,-2%,-1%,?,?
COC(=O)c1ccc(Oc2ccc(C(C)(C)C)cc2)c([N+](=O)[O-])c1,?,-17%,2%,-5,28%,i,5%,16%,-32%
Fc1ccc2c(-c3cccc(C(F)(F)F)c3)c(-c3ccccc3)ncc2c1,-25%,8%,25%,-1,76%[activator],-4%,5%,-5%[0.501 µM],24%

# A second format for part of the listing above.
# The line under a structure holds: POLH inh, JMJD2A Tudor inh, Pin1 inh, PI4K2A block, HP1b chromo inh, PGK inhibitor, GLS inhibitor, G9a block, BAZ2B inh
Cc1ccc(OCCNC(=O)CCNS(=O)(=O)c2ccc(Br)cc2)cc1
    -6%, -10%, -4%, -7, 18%, -1%, 5%, 31%[59 µM], -3%
CCOC(=O)Cc1cnc(NC(=O)NC(C(=O)OCC)(c2ccccc2)C(F)(F)F)s1 (centres undefined)
    -4%, -8%, -1%, 2, 22%, -3%, 6%, -2%[59 µM], -1%
COC(=O)NC1c2ccccc2Oc2ccc(C)cc21 (centres undefined)
    -2%, 1%, -3%, 2, 20%, 8%, 4%, -5%, 6%
O=C(NCc1ccccc1)C(c1ccncc1)N(C(=O)c1csnn1)C1CC1 (centres undefined)
    -11%, 1%, 7%, 3, 56%[activator], i, -2%, 9%, -2%
OCCC1CN(Cc2cccc(-n3cccn3)c2)CCN1Cc1ccccc1 (centres undefined)
    -29%, 1%, -5%, 3, 25%, -4%, -9%, ., -7%
CC[N+]1=CN(c2ccccc2)C(C)=CC1(C)C
    -22%, ?, 2%, 0, -11%, i, 0%, 1.8µM*, -7%
CCCCCC(=O)N1C[C@@H](n2cc(C3CC3)nn2)[C@H](O)C[C@@H]1c1ccc(OC)cc1
    -7%, ., ., -6, ., -6%, 1%, ., .
COC(=O)C1=C(C(=O)OC)[C@@H]2N(C)c3ccccc3[C@@]23C[C@@H](CO)N(C(=O)c2cccs2)C3=N1
    -3%, -31%, -11%, 4, 17%, 3%, 22%, ., .
COc1ccccc1CN1C(=O)c2cccc3cccc(c23)C1=O
    -1%, -15%, 0%, 1, 20%, -2%, 7.9µM*, 16%[59 µM], 1%

# Next results follow:
SMILES,POLH inh,JMJD2A Tudor inh,Pin1 inh,PI4K2A block,HP1b chromo inh,PGK inhibitor,GLS inhibitor,G9a block,BAZ2B inh
CCN(CC)c1cc(C)c2cc(NC(=O)c3ccccc3F)ccc2n1,-25%,15%,7%,-2,51%[activator],-2%,2%,0%,3%
O=C(CC(c1ccccc1)c1cc(Br)ccc1O)NCCN1CCOCC1 (centres undefined),10%,-18%,1%,5,18%,-4%,14%,-43%[12.7 µM],-2%
CC1(C)OC(=O)C2=C(CC(CCc3ccccc3)OC2c2ccccc2)O1 (centres undefined),-9%,.,.,-5,.,2%,-2%,.,.
Cc1cc(C)c2nc(SCCc3ccccc3)nc(C)c2c1,-7%,296%[activator],6%,3,207%[activator],-8%,3%,296%[activator],125%[activator]
COc1ccc(N2C(=O)CC(Sc3nc(C)cc(C)n3)C2=O)cc1OC (centres undefined),-12%,1%,7%,1,62%[activator],i,-17%,?,-4%
CN(CCC#N)c1ncnc2scc(-c3ccccc3)c12,-3%,-9%,0%,-6,31%,0%,5%,-9%[59 µM],6%
CCn1c(CC(=O)Nc2ccccc2C)nnc1SCC(=O)NC1CCCC1,-20%,-5%,0%,3,18%,-6%,-10%,?,-1%
CCOc1c(Cl)cc(C(=O)NCCN2CCCCC2)cc1Cl,-3%,-7%,-10%,-2,12%,-2%,9%,4%[59 µM],-3%
CC(=O)c1cccc(NC(=O)N2CCC(C(=O)c3ccc(F)cc3)CC2)c1,-14%,1%,-12%,-8,?,-2%,-6%,2%,-23%
CCC(C(=O)OC)n1cnc2scc(-c3ccc(C)cc3)c2c1=O (centres undefined),-8%,-14%,1%,-1,40%[activator],i,1%,11%,-10%
O=C1NC(=O)C(Cc2ccccc2)(c2cccnc2)N1 (centres undefined),-12%,-14%,-2%,7,40%[activator],0%,6%,.,9%
